# Source: PubChem (several laboratories)
# V-ATPase pHluor: alters yeast V-ATPase proton transport; S. cerevisiae, pHLuorin cytosolic pH fluorescence; response, % at 10 µM; 0.37% of 350,000 active; AID 504577; in the data active means response mostly above about 7.3%, no sharp cut-off; inactive means mostly below about 5.4%; further: actives read high; inactives centre near 0; some compounds called inactive have numbers as strong as hits; reference of the scale not given here
# PKA-R1A activ: activators of PKA-R1A complex; activation, % at 11.4 µM; PKA-R1A dissociation, Cy5-IP20 fluorescence polarization; scaled: DMSO 0%, 113 µM cGMP 100%; 0.083% of 340,000 active;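 active means percent activation above the mean of all tested compounds plus 3 SD, cut at about 19% in these data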;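 further: higher means more PKAc released from R1A so a rise in polarization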
# OPRM1-OPRD1 ag: agonists of human mu-delta opioid receptor heterodimerization. P35372+P41143. AID 504326. 0.3% of 340,000 active. cells, OPRM1-OPRD1 heterodimerization, luminescence. activation, % at 9.3 µM; in the data active means activation above about 18%;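 further: 0% = vehicle-treated cells and 100% = reference agonist; values of inactives mirror those of a sister screen read the other way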
# HTR5A inv ag: counter-screen for OPRM1-OPRD1 inverse agonists: human HTR5A inverse agonism | 0.083% of 340,000 active | inhibition, % at 9.3 µM | P47898 | HTR5A cell line, luminescence; in the data active means inhibition mostly above about 23%, no sharp cut-off; inactive means mostly below about 18%;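 further: 0% = cells with DMSO and 100% = no-cell wells with DMSO; some compounds called inactive have numbers as strong as hits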
# PKA-R2B act: PKA-R2B complex activation | PKA-R2B holoenzyme dissociation, Cy5-IP20 fluorescence polarization; R2B truncated from residue 108, S112A mutant; 0% DMSO only, 100% 113 µM cGMP | activation, % at 11.4 µM | AID 504700 | 0.079% of 340,000 active | P22694+P31323;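 active means activation above a cutoff set at the mean over all compounds plus 3 SD, cut at about 18% in these data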;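 further: higher means more holoenzyme dissociation and a rise in polarization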
# DAGLB inhibitor: blocks human DAGLB lipase activity | Q8NCG7 | HEK293T DAGLB membrane lysate, EnzChek fluorogenic substrate | inhibition, % at 5.17 µM | 0.059% of 340,000 active | AID 504411; in the data active means inhibition above about 34%;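 further: 0% = enzyme with vehicle and 100% = wells lacking enzyme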
# HTR5A ag ctr: HTR5A agonism, opioid heterodimer counter-screen. P47898. HTR5A agonist assay, luminescence, cell-based. activation, % at 9.3 µM. 0.61% of 340,000 active; in the data active means activation mostly above about 9.5%, no sharp cut-off; inactive means mostly below about 7.6%;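 further: 0% = cells with vehicle only and 100% = reference agonist; strong numbers were not always called active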
# Pemphigus Ab inh: human desmoglein-3 autoantibody binding inhibition. AID 588358. DSG3-coupled beads, scFv-anti-DSG3-GFP binding, flow cytometry; active compounds read low. 0.48% of 310,000 active. binding (percent of control), % at 10 µM. P32926;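 active means binding more than 3 SD below its plate's average and above zero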;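 further: hits lower antibody fragment binding to DSG3; some compounds called inactive have numbers as strong as hits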
# Target sequence (P32926 whole entry, looked up, the tested form may be a part): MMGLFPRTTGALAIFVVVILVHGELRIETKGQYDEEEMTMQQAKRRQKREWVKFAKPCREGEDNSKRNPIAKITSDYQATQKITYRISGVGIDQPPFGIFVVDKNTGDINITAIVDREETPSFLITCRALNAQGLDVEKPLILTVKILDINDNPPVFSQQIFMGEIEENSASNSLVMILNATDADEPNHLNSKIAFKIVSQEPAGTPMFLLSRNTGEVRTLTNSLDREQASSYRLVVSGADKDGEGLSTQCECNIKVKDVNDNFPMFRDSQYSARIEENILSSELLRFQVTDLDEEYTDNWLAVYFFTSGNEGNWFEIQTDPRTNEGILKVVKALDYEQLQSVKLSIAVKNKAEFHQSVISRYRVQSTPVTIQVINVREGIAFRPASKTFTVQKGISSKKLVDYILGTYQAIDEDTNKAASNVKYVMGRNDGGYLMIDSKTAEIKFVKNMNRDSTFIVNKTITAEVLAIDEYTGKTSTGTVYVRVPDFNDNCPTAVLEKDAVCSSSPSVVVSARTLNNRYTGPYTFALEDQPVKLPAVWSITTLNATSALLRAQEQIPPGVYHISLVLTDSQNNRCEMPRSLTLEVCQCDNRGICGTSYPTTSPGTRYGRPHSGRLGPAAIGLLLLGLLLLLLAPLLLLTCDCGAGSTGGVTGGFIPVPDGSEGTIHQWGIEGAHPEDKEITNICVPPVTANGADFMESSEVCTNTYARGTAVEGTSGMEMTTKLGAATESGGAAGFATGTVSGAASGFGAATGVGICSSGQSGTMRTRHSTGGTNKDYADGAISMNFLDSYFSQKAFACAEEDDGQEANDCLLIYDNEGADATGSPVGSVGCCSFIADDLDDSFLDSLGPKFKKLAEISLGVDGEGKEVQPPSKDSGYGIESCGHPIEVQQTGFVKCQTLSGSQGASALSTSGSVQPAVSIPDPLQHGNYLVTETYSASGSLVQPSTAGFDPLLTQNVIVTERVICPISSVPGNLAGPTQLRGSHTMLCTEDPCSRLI
# Arr AP2 block: blocks beta-arrestin peptide binding to AP2 adaptin; inhibition, % at 10 µM; FITC-arrestin peptide / GST-AP2 beads, flow cytometry; AP2 beta2 appendage carries R879A mutation; 0.31% of 340,000 active;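 active means inhibition above a set limit, near 3 SD of compounds lacking own fluorescence, cut at about 54% in these data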;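 further: plate controls were DMSO wells for no effect and 5 µM unlabelled arrestin peptide for full effect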
#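 system = GST-tagged AP2 beta2-adaptin appendage (R879A) on 4 µm glutathione beads | reagent = FITC-labelled arrestin peptide probe, 50 nM final | schedule = compound with beads 12 min RT, then probe 1 h RT | signal = HyperCyt-sampled flow cytometry, FL1 channel, ex 488/em 535 nm | read-out = percent response from loss of bead-bound FITC fluorescence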
# MOR-DOR inv ag: inverse agonist of human OPRM1-OPRD1 heterodimerization | P35372+P41143 | cell-based MOR-DOR heterodimer luminescence, inverse agonism | inhibition, % at 9.3 µM | 0.21% of 340,000 active | AID 504357; in the data active means inhibition above about 22%, passing the limit was not always enough;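 further: 0% = cells with DMSO and 100% = wells without cells with DMSO; values of inactives mirror those of a sister screen read the other way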
# Active calls of the source: *; x = not tested or not shown.
structure,V-ATPase pHluor,PKA-R1A activ,OPRM1-OPRD1 ag,HTR5A inv ag,PKA-R2B act,DAGLB inhibitor,HTR5A ag ctr,Pemphigus Ab inh,Arr AP2 block,MOR-DOR inv ag
COc1ccc2nc(N3CCCC(O)C3)c(C#N)cc2c1 (stereo unspecified),-3,0,-1.0,3,-2,-2,4,100,-6,5
COc1ccc(NC(=O)c2cc3cccc(OC)c3oc2=Nc2ccc(C(=O)O)cc2)cc1OC,-1,-4,-1.7,-14,-4,2,-2,96,4,9
CC(C)N(C)C1CCN(C(=O)Nc2ccc(Cl)c(Cl)c2)CC1,5,-3,2.5,-29,-1,-4,7,109,1,-13
O=C(Nc1ccc(NS(=O)(=O)c2ccc([N+](=O)[O-])cc2)cc1)c1ccco1,6,-7,3.1,0,-4,4,0,107,4,-16
CC(C)OCCCNC(=O)c1cccs1,2,-16,-0.8,-14,-2,-1,5,103,0,4
CCN(CC)c1ccc(NC(=O)/C=C/c2cc(Br)ccc2OC)cc1,-1,-2,-0.6,-9,6,4,2,104,34,3
COc1ccc(-n2nc3c(c2NC(=O)c2cc4ccccc4o2)CS(=O)(=O)C3)cc1,0,5,-1.7,11,-5,-1,1,x,15,9
O=C(CCC(=O)N1CCOCC1)Nc1ccc(Cl)c(Cl)c1,1,-3,-3.4,11,-4,1,-4,105,1,17
COc1ccc(Cc2nnc(SC)[nH]c2=O)cc1OC,-1,-5,-0.8,-23,-1,-1,3,102,4,5
CCOc1ccc2oc(C(=O)N(CC)CC(=O)Nc3ccc(NC(C)=O)cc3)c(C)c2c1,2,3,-2.4,-7,1,1,3,x,-5,10
COC(=O)c1cc(NC(=O)CSc2nnc(CN3CCOCC3)n2C)ccc1Cl,0,4,-1.0,14,16,0,3,108,-3,6
CC(C)c1nc(NCCO)c2nnn(Cc3ccccc3)c2n1,-4,-10,0.1,12,-10,-2,-6,108,1,-1
COC1=CC(=Cc2c(N)n3nc(CC(=O)N4CCOCC4)sc3nc2=O)C=C(OC)C1=O,0,-11,-1.5,-9,-4,-1,2,102,17,8
CCc1ccc(NC(=O)N(CCCOC(C)C)C2CCN(C(C)=O)CC2)cc1,7,-10,-2.8,-14,-7,0,-1,100,2,15
COC(=O)CN1C(c2ccc(Cl)cc2)=Nc2ccc(Cl)cc2C1c1ccccc1 (stereo unspecified),2,-3,9.1,9,-5,-11,-3,108,3,-47
CCN(C(=O)COC(=O)c1ccccc1SCC(=O)N1CCCC1)C1CCS(=O)(=O)C1 (stereo unspecified),1,0,-1.7,-21,4,-3,8,96,-12,11
CCOc1cccc(-c2c(C(=O)N/N=C/c3ccco3)nnn2-c2nonc2N)c1,0,-12,-2.3,4,-4,-2,-1,97,24,12
COc1ccc(C(=O)OCC(=O)N2CCCCCC2)cc1S(=O)(=O)N1CCOCC1,-3,-3,-3.1,1,-7,3,0,100,-8,13
S=C(Nc1ccccc1Cl)NC1CCCCCC1,-1,-7,-1.7,12,1,-2,2,105,27,9
Cc1cccc(NC(=O)CSc2nccn2C)c1,0,-12,-0.7,9,-16,-4,0,98,-16,4
COc1cccc(OCCNc2ccc([N+](=O)[O-])cn2)c1,-2,0,-4.9,-15,-9,-4,6,105,7,19
O=C(O)c1ccc(NCCc2ccc(Cl)cc2)c([N+](=O)[O-])c1,2,11,-2.7,-35,-17,10,3,95,8,14
CC1CCN(C(=O)CSc2nnc(CSc3ncccn3)n2C)CC1,-3,1,0.4,-16,0,2,-6,104,13,-2
O=C1CC(C(=O)O)NC(=S)N1 (stereo unspecified),-2,-15,-3.5,-5,-8,0,1,92,-6,18
COC(=O)c1ccc(COc2ccc(F)cc2)o1,-1,-7,-3.8,-11,-12,-3,3,127,-24,17

# Some of the entries above, reformatted.
CCOc1ccc2oc(C(=O)N(CC)CC(=O)Nc3ccc(NC(C)=O)cc3)c(C)c2c1
  V-ATPase pHluor = 2	PKA-R1A activ = 3	OPRM1-OPRD1 ag = -2.4	HTR5A inv ag = -7	PKA-R2B act = 1	DAGLB inhibitor = 1	HTR5A ag ctr = 3	Pemphigus Ab inh = x	Arr AP2 block = -5	MOR-DOR inv ag = 10
COC(=O)c1cc(NC(=O)CSc2nnc(CN3CCOCC3)n2C)ccc1Cl
  V-ATPase pHluor = 0	PKA-R1A activ = 4	OPRM1-OPRD1 ag = -1.0	HTR5A inv ag = 14	PKA-R2B act = 16	DAGLB inhibitor = 0	HTR5A ag ctr = 3	Pemphigus Ab inh = 108	Arr AP2 block = -3	MOR-DOR inv ag = 6

# Entries of single compounds as entered above:
# `COC1=CC(=Cc2c(N)n3nc(CC(=O)N4CCOCC4)sc3nc2=O)C=C(OC)C1=O` across the screens: V-ATPase pHluor: 0; PKA-R1A activ: -11; OPRM1-OPRD1 ag: -1.5; HTR5A inv ag: -9; PKA-R2B act: -4; DAGLB inhibitor: -1; HTR5A ag ctr: 2; Pemphigus Ab inh: 102; Arr AP2 block: 17; MOR-DOR inv ag: 8
# `CCN(C(=O)COC(=O)c1ccccc1SCC(=O)N1CCCC1)C1CCS(=O)(=O)C1` (stereo unspecified) across the screens: V-ATPase pHluor: 1; PKA-R1A activ: 0; OPRM1-OPRD1 ag: -1.7; HTR5A inv ag: -21; PKA-R2B act: 4; DAGLB inhibitor: -3; HTR5A ag ctr: 8; Pemphigus Ab inh: 96; Arr AP2 block: -12; MOR-DOR inv ag: 11
# `O=C1CC(C(=O)O)NC(=S)N1` (stereo unspecified) across the screens: V-ATPase pHluor: -2; PKA-R1A activ: -15; OPRM1-OPRD1 ag: -3.5; HTR5A inv ag: -5; PKA-R2B act: -8; DAGLB inhibitor: 0; HTR5A ag ctr: 1; Pemphigus Ab inh: 92; Arr AP2 block: -6; MOR-DOR inv ag: 18

# Other entries follow:
structure,V-ATPase pHluor,PKA-R1A activ,OPRM1-OPRD1 ag,HTR5A inv ag,PKA-R2B act,DAGLB inhibitor,HTR5A ag ctr,Pemphigus Ab inh,Arr AP2 block,MOR-DOR inv ag
O=C(COc1ccccc1[N+](=O)[O-])Nc1ccc2c(c1)OCO2,-1,2,-0.4,-5,0,-8,-1,107,-10,2
COc1cccc(OC)c1-c1nn(-c2ncc(C(F)(F)F)cc2Cl)c(=O)o1,3,-3,-3.4,-2,-6,-2,0,x,30,16
COc1ccc(C)cc1NC(=O)CSc1ccc(-c2ccco2)nn1,-1,9,-1.1,1,7,-1,0,x,7,6
O=S(=O)(c1ccccc1)[C@@]1(c2ccc(Br)cc2)C[C@@H]2ON=C(c3ccccc3)[C@@H]2C1,1,-4,1.4,-11,16,-2,1,104,-6,-8
O=C(COc1ccc(F)cc1)N1CCCc2ccccc21,-1,7,-2.5,4,-11,-1,-1,132,-11,13
O=S(=O)(NC(=NC1CCCCC1)c1ccccc1)c1ccccc1,-3,4,-1.5,1,1,-2,4,x,2,8
O=C(c1ccco1)N1CCN(c2ncnc3c2cnn3-c2ccccc2)CC1,2,-6,-0.2,-11,10,2,3,116,2,1
Cc1ccc(NS(=O)(=O)c2ccc(CCC(=O)NC3CC3)cc2)cc1,1,-5,1.4,31,-2,0,6,97,1,-8
CC(=NCCCn1ccnc1)c1c(-c2ccccc2)[nH]n(-c2nc3ccccc3s2)c1=O,-3,5,-3.2,-11,9,3,5,101,36,17
O=C(Oc1ccc2c(c1)OCC2=O)c1ccc(Cl)cc1,0,-8,-2.9,-11,6,-1,-3,102,-6,15
CCCn1c(=S)[nH]c2cc(Cl)ccc21,6,3,0.3,4,3,-2,-2,102,1,-1
O=C(CSc1nc(-c2ccccc2)nc2c1CCCC2)N1CCOCC1,-2,17,-1.3,-35,1,-5,-2,100,-4,8
CNc1oc(/C=C/c2ccccc2)nc1C#N,2,5,1.5,-14,-9,4,1,x,-6,-8
CCc1nonc1NC(=O)c1oc2ccc(Cl)cc2c1C,2,-6,3.7,0,-4,-3,0,100,-10,-19
COc1ccc(S(=O)(=O)N2CCCCC2)cc1NC(=O)CN1CCN(C(C)=O)CC1,1,9,-1.5,-21,-7,1,-1,108,-37,8
CCCCC(=O)NC1=C(C(=O)OC)SCC1,-1,4,-0.1,-22,1,-1,-1,102,1,1
CCc1ccc(/C(C)=N/NC(=O)c2ccccn2)cc1,1,3,-0.8,5,-5,-2,-2,103,6,4
CN(C(=O)c1cccc(S(=O)(=O)N2CCCCC2)c1)C1CCS(=O)(=O)C1 (stereo unspecified),0,-4,-1.4,-34,-4,-3,12,103,22,9
CC(=O)c1cccc(NC(=O)N2CCCC2C(=O)Nc2cccc(C)c2)c1 (stereo unspecified),0,-14,-1.6,-27,3,0,-1,106,4,8
CCOC(=O)c1c(NC(=O)c2cc(-c3ccc(O)cc3)on2)sc(C(C)=O)c1C,0,-5,-2.4,-13,-1,0,5,97,19,12
Cc1cc2cc(CNC(=O)C3CC3)ccc2n1C,-4,-1,-2.6,16,-3,-2,-6,97,20,13
COc1n[nH]c(C(=O)Nc2cc(F)ccc2C)c1[N+](=O)[O-],5,-6,-1.5,-24,4,2,0,98,-10,8
COc1ccc(-n2c(=S)[nH]c3cc(C(=O)NCCCN4CCCC4=O)ccc3c2=O)cc1OC,1,-6,-4.1,10,-7,1,2,103,-10,23
COc1ccc(NC(=O)C(C)N2c3cccc4cccc(c34)S2(=O)=O)c(OC)c1 (stereo unspecified),3,5,-0.2,-3,1,-2,-5,101,10,1
OCCN1CCN(CC(O)COCc2ccc3c(c2)OCO3)CC1 (stereo unspecified),-1,3,-2.6,-30,-3,-1,12,103,-1,11

# Further compounds
# Below each SMILES – V-ATPase pHluor | PKA-R1A activ | OPRM1-OPRD1 ag | HTR5A inv ag | PKA-R2B act | DAGLB inhibitor | HTR5A ag ctr | Pemphigus Ab inh | Arr AP2 block | MOR-DOR inv ag
CCOC(=O)c1c(C)[nH]c(C(=O)Cn2nnc(-c3ccc(Cl)cc3)n2)c1C
→ 4 | -2 | 1.6 | -16 | -6 | -5 | 4 | 84 | -15 | -9
OCCN1CCN(Cc2cc(Br)cc(Br)c2O)CC1
→ -6 | 4 | -0.1 | -4 | 2 | -1 | 0 | 101 | 8 | 1
COCC1CCCCN1C(=O)c1ccc2oc(CCc3ccccc3)nc2c1 (stereo unspecified)
→ 5 | 7 | 2.8 | -21 | -19 | -4 | 5 | x | -5 | -15
N#Cc1ccc(Oc2nc(Nc3ccc(F)cc3)nc(N3CCCC3)n2)cc1
→ -7 | -4 | -1.4 | 0 | 0 | -2 | 0 | 101 | 1 | 8
Cc1ccc2c(cnn2C(=O)CCC(=O)NCc2ccccc2Cl)c1
→ 0 | -12 | -1.2 | -2 | 8 | -4 | 3 | 116 | 25 | 6
COc1ccccc1CN1CC(C(=O)NCCc2ccc(C)o2)CCC1=O (stereo unspecified)
→ 1 | 3 | -2.4 | 9 | 3 | 0 | -1 | 107 | 37 | 12
CCCn1c(SCC#N)nc2c(c1=O)C1(CCCC1)Cc1ccccc1-2
→ 2 | -5 | 1.6 | -12 | 4 | -14 | 1 | 104 | 0 | -9
CCn1c(SCC(=O)Nc2ccc3c(c2)c2ccccc2n3CC)nnc1-c1ccco1
→ 2 | -5 | -0.8 | -6 | 2 | 5 | 9 | 91 | 6 | 5
